# Screening results: PubChem BioAssay, several laboratories
# Rpn11 block: blocks the human proteasome subunit Rpn11. O00487. human 26S proteasome, Ub4-pepOG fluorescence polarization; 20S core pre-blocked with epoxomicin. calls only at 20 µM. actives 0.59% (n = 360,000);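 active means inhibition at 20 µM, scaled to each plate's controls, above about 33%, limit read from the data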
# CSN inh: CSN deneddylation inhibition | Q92905 | inhibition, % at 12.5 µM | actives 0.38% (n = 360,000) | AID 651999 | Purified CSN, SCF-Nedd8-OG deneddylation, fluorescence polarization;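 active means pattern-corrected inhibition above about 35%, with an unprinted fluorescence ratio check between 0.5 and 1.5, limit read from the data, passing the limit was not always enough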;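 further: 0% = enzyme with substrate and 100% = substrate without enzyme; some results filed as inactive read as strong as hits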
#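 Assay system: HEK293T-derived human Csn5 enzyme; quantity: 0.24 nM enzyme; medium: Tris/NaCl/DTT buffer, pH 7.5; also added: substrate SCFSkp2-Nedd8OG, 10 nM; doses: 12.5 µM compound; schedule: 90 min reaction at room temperature; signal: FP; read-out: % inhibition of substrate cleavage by Csn5; benchmarks: substrate-only high control, full reaction low control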
# LMPTP block: blocks human LMPTP phosphatase. P24666. recombinant LMPTP-A, OMFP fluorogenic substrate, fluorescence intensity. inhibition, % at 20 µM. actives 0.22% (n = 360,000). AID 651560;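 active means compounds that cut the enzyme signal by at least half of the control window in the single-dose screen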;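 further: plate controls were DMSO wells with enzyme plus substrate for no effect and substrate without enzyme for full effect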
# Target sequence (P24666 whole entry, looked up): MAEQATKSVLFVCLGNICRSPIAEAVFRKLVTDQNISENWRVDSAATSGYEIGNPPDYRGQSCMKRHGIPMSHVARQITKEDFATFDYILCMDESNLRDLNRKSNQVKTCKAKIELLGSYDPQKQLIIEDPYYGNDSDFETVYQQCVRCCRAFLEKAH
#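 Test system: LMPTP-A phosphatase enzyme; input: 0.625 nM LMPTP-A final; reagent: OMFP substrate, 400 µM final; compound dosing: 20 µM single dose, 3% DMSO; incubation: 50 min dark incubation at room temperature; measured by: endpoint fluorescence intensity from OMFP dephosphorylation; measure: % inhibition relative to no-enzyme and uninhibited control wells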
# SUMO1-SIM PPI: modulators of human SUMO1-mediated protein-protein interactions | inhibition, % at 20 µM | actives 0.33% (n = 360,000) | AID 602429 | SUMO1 binding to a labelled peptide, TR-FRET, 1 h; in the data active means inhibition above about 37%
# Target sequence (P63165 whole entry, looked up): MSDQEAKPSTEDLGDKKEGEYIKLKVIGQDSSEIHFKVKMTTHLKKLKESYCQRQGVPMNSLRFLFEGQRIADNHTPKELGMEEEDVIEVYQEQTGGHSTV
# STEP inh: blocks human striatal-enriched tyrosine phosphatase | P54829 | recombinant STEP, OMFP fluorogenic substrate, fluorescence | inhibition, % at 20 µM | actives 0.25% (n = 360,000);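 active means inhibition at 20 µM, scaled per plate between control wells, above about 37%, limit read from the data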;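 further: 0% = DMSO with enzyme and substrate and 100% = substrate only without enzyme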
# Target sequence (P54829 whole entry, looked up): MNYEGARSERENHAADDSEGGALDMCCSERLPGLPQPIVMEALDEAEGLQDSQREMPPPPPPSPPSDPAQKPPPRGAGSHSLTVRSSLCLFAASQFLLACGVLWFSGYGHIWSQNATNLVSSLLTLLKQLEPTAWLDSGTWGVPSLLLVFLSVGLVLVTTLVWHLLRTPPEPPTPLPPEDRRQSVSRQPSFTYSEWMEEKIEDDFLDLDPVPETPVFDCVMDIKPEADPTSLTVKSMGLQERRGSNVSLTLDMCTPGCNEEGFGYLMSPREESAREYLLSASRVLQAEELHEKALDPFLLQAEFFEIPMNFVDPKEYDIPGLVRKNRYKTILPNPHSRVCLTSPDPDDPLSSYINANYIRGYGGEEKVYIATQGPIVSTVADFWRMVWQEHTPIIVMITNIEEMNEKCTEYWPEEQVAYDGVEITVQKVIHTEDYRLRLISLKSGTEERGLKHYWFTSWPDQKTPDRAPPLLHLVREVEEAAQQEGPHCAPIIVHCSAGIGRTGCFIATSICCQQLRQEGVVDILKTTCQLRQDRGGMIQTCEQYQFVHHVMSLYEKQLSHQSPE
#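 System: isolated STEP enzyme; schedule: 20 min enzyme reaction at room temperature, protected from light; medium: Bis-Tris buffer pH 6.0, 2.5 mM DTT, 0.005% Tween 20; signal: fluorescence, 480/540 nm; dosing: single compound dose of 20 µM, 1% DMSO final; also added: OMFP substrate, 25 µM final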
# Scp1 inh: inhibitors of human Scp-1 phosphatase; Q9GZU7; Recombinant Scp1, phosphopeptide, malachite green phosphate absorbance; inhibition, % at 20 µM; actives 0.88% (n = 340,000); AID 493091;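 active means inhibition above about 50% at 20 µM, limit read from the data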;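 further: plate controls were DMSO wells with enzyme for no effect and wells lacking enzyme for full effect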
# Target sequence (Q9GZU7 76-261 limits assumed): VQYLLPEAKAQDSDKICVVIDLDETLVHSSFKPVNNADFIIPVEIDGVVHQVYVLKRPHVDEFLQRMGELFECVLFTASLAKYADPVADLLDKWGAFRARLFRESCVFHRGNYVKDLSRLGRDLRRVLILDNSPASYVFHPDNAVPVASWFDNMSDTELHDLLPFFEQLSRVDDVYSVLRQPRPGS
#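 Incubation: 45 min enzyme reaction at room temperature / System: truncated SCP-1 phosphatase (76-261aa) / Reagent: Phospho 17-mer peptide substrate / Buffer or medium: Acidic Tris acetate buffer with magnesium and detergent / Signal: absorbance at 630 nm / Doses: one concentration, 20 µM, with 1.0% DMSO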
# NadD block: NadD (S. aureus) enzyme inhibition | purified NadD enzyme, colorimetric absorbance read-out | inhibition, % at 20 µM | actives 0.78% (n = 360,000) | AID 602399; in the data active means inhibition above about 26%; further: some compounds past the cut are filed as inactive
# Tb MetRS inh: blocks T. brucei methionyl-tRNA synthetase activity; purified T. brucei MetRS, ATP depletion, Kinase-Glo luminescence; inhibition, % at 11.9 µM; actives 0.4% (n = 360,000); AID 624268;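 active means inhibition above a per-plate cutoff of the control wells' mean inhibition plus 3 SD, cut at about 5.5% in these data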;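 further: 0% = DMSO wells median and 100% = median of wells with control inhibitor compound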
#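 Material: parasite MetRS enzyme / Replication: singlicate, one well per compound / Signal: luminescence of leftover ATP / Schedule: 2 h aminoacylation at 25 °C after 15 min preincubation / Medium: HEPES-MgCl2-KCl buffer plus DTT, spermine, BSA, pyrophosphatase / Doses: 11.9 µM single point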
# DNMT1 inh: blocks human DNA methyltransferase DNMT1. inhibition (reported as % activation of signal), % at 10 µM. DNMT1 molecular beacon, Hinp1I cleavage, fluorescence. actives 0.83% (n = 360,000); in the data active means inhibition above about 50%
# MsrA inhibitor: inhibitors of bovine MsrA; actives 0.75% (n = 360,000); AID 651718; purified bovine MsrA, absorbance read-out; inhibition, % at 15.5 µM; in the data active means inhibition above about 4.5%;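 further: 0% = vehicle wells with enzyme and 100% = reference inhibitor wells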
# An asterisk follows results filed as active; i = inactive; nt = not tested or not shown; + = active, no number.
cpd	SMILES	Rpn11 block	CSN inh	LMPTP block	SUMO1-SIM PPI	STEP inh
1	COc1cccc(-c2noc(-c3ccoc3C)n2)c1	i	-4	-0.2	1	0
2	CC1CC(C)CN(C(C)C(=O)Nc2cc(S(=O)(=O)N3CCCCC3)ccc2Cl)C1 (centres undefined)	i	-3	1.5	6	0
3	CCOC(=O)c1ccc(Nc2cc(C)nc3nc(C)nn23)cc1	i	2	0.6	0	1
4	Cc1nn(C)cc1S(=O)(=O)Nc1cccc(Cl)c1	i	-3	0.7	1	-2
5	CCc1ccc(NC(=O)C[n+]2cc(-c3ccc(C)cc3)n3c2CCC3)cc1	i	-3	-2.2	-2	-4
6	Cc1ccc(C(=O)NCc2ccc(F)cc2)s1	i	4	-1.7	1	0
7	CSc1ccc(/C=C/C(=O)OCC(=O)N2CCN(c3ccccc3)CC2)cc1	i	3	-0.1	4	2
8	CC(C)C(=O)Nc1ccc(NC(=O)c2cc3ccccc3o2)cc1	+	-2	-1.4	4	3
9	O=C(O)/C=C/C(=O)NNC(=O)c1ccc(Br)cc1	i	-4	-1.0	1	2
10	COC(=O)c1sc(N/N=C/c2ccc(C(C)C)cc2)nc1C	i	0	4.7	-8	0
11	COc1ccc(S(=O)(=O)NCCSC(C)(C)C)c(Cl)c1Cl	i	2	1.5	3	-2
12	COc1ccc(N2C(=O)[C@@H]3[C@H](C2=O)[C@H](C(C)=O)N2c4ccccc4C=C[C@@H]32)cc1	i	4	0.6	-14	-2

cpd	Scp1 inh	NadD block	Tb MetRS inh	DNMT1 inh	MsrA inhibitor
1	-11	-11	-0.5	0	-0.8
2	-1	-3	-0.2	0	1.4
3	-7	0	-0.5	1	1.1
4	-5	-4	-0.2	-1	0.9
5	1	-1	-0.7	-3	-1.4
6	-7	-9	0.3	0	-0.9
7	-3	13	-0.2	42	1.2
8	-5	-3	0.2	0	0.2
9	-16	1	0.2	3	-0.4
10	2	1	0.0	-2	-0.3
11	60*	-4	-0.4	-24	-0.8
12	-14	23	0.2	-20	-0.5

# The list goes on.
cpd	SMILES	Rpn11 block	CSN inh	LMPTP block	SUMO1-SIM PPI	STEP inh
13	Cn1c(N)c(C(c2ccccc2)c2c(N)n(C)c(=O)n(C)c2=O)c(=O)n(C)c1=O	i	-1	-1.0	0	-4
14	CC(=O)Nc1ccc(S(=O)(=O)N2CCSC2c2ccccc2)cc1 (centres undefined)	i	4	1.6	7	0
15	Cc1ccc(C)c(S(=O)(=O)N2CCN(C(=O)C3CC3C)CC2)c1 (centres undefined)	i	-1	-0.6	-4	0
16	CCc1ccc(S(=O)(=O)NCCc2csc(C)n2)s1	i	2	-1.6	-3	-1
17	CC/C(=N\NC(=O)c1ccc(N(C)C)cc1)c1ccccc1	i	-2	0.2	2	-1
18	Cc1noc(C)c1COc1ccc(C(=O)Nc2cccnc2)cc1	i	3	29	10	1
19	O=C(CSC(=S)N1CCOCC1)Nc1ncc2c(n1)CCCC2=O	i	3	-1.3	3	0
20	O=C(O)C(c1ccccc1)N1C(=O)c2ccccc2C1=O (centres undefined)	i	0	-1.6	-5	-2
21	CN(CC(=O)Nc1ccccc1Cl)C(=O)COc1cccc2c1OC(C)(C)C2	i	1	-1.5	1	-3
22	O=C(COC(=O)c1ccccc1SCC(=O)N1CCCC1)Nc1ccccc1	i	0	-0.8	-1	5
23	CC(NC(=O)C1CCCN1S(=O)(=O)c1ccccc1)c1ccccc1 (centres undefined)	i	1	-1.5	-1	-1
24	CC(C)Cc1cc(C(=O)NCc2cccnc2)no1	i	-1	-1.4	-1	1

cpd	Scp1 inh	NadD block	Tb MetRS inh	DNMT1 inh	MsrA inhibitor
13	-9	-4	-0.4	1	-0.1
14	-10	-1	0.7	0	0.2
15	-1	0	-0.2	1	0.6
16	-5	-2	-0.9	-1	0.4
17	-8	-2	0.3	3	3.7
18	3	14	-0.9	34	-0.4
19	-14	0	-0.3	3	-1.1
20	-1	-1	-1.1	1	-0.1
21	-1	0	-0.3	2	-0.4
22	-2	-5	-0.4	1	-0.7
23	-6	-1	-1.2	0	-0.4
24	-9	0	-0.4	1	-0.3

# Part of the list above, reduced to STEP inh and Rpn11 block:
no. | Compound | STEP inh | Rpn11 block
22 | O=C(COC(=O)c1ccccc1SCC(=O)N1CCCC1)Nc1ccccc1 | 5 | i
23 | CC(NC(=O)C1CCCN1S(=O)(=O)c1ccccc1)c1ccccc1 (centres undefined) | -1 | i

# (more compounds)
cpd	SMILES	Rpn11 block	CSN inh	LMPTP block	SUMO1-SIM PPI	STEP inh
25	CC(=O)c1sc(NC(=O)CSC(C)C(=O)Nc2cc(C)on2)nc1-c1ccccc1 (centres undefined)	i	-4	-0.2	-9	0
26	Cc1ccc(C(=O)N(C)Cc2ccccc2)cc1S(=O)(=O)N1CCOCC1	i	3	-1.1	0	0
27	O=C(CC1COc2ccccc2O1)NC1CCCCC1 (centres undefined)	i	-2	0.7	-3	-4
28	COc1ccc(Nc2ccc(C(F)(F)F)cc2[N+](=O)[O-])cn1	i	-1	2.2	-32	2
29	COc1ccc(-c2onc(C)c2-c2ccc3c(c2)OCCO3)c(O)c1	i	-2	0.1	0	-5
30	CCOC(=O)[C@]12CCCC=C1N(Cc1ccco1)C(=O)[C@H](CC(=O)NCC1CCCCC1)C2	nt	0	-1.5	-2	nt
31	O=C(CN1CCN(c2ccc(Cl)cc2[N+](=O)[O-])CC1)N1CCOCC1	i	-5	-0.8	-21	-2
32	CC(C)N(c1ccccc1)c1ccc(NC(=O)[C@@H]2O[C@H](CO)[C@@H](O)[C@H]2O)cc1	i	2	0.7	4	2
33	O=C(O)c1cc([N+](=O)[O-])cc([N+](=O)[O-])c1N1CCN(c2cccc(C(F)(F)F)c2)CC1	i	8	-0.5	-32	-1
34	COc1cc2c(=O)n(CCC(=O)NCC3CCCO3)c(=O)n(CC(=O)Nc3ccc(C)c(C)c3)c2cc1OC (centres undefined)	i	5	-0.7	0	0
35	CCOc1ccc(/C=C/C(=O)c2cc(Br)ccc(=O)c2O)cc1	i	18	12	0	5
36	COc1ccc(N=C2SC(CC(=O)Nc3ccccc3)C(=O)N2CCN2CCOCC2)cc1 (centres undefined)	i	-12	-0.3	-1	0

cpd	Scp1 inh	NadD block	Tb MetRS inh	DNMT1 inh	MsrA inhibitor
25	-5	0	-0.2	-1	1.2
26	-10	-4	-0.3	-2	-1.0
27	1	-4	-0.3	0	-0.4
28	-8	-1	-0.3	1	24*
29	-13	-6	-1.0	1	-0.2
30	nt	0	-0.6	nt	1.0
31	-4	5	2.4	-1	-0.1
32	nt	-3	-0.1	-1	0.4
33	-4	-1	0.2	-3	0.7
34	-10	-6	-0.5	-2	0.7
35	-4	32*	-0.4	68*	2.1
36	-17	1	0.0	-1	-0.3

# Complete entries from above. Screens in order: Rpn11 block, CSN inh, LMPTP block, SUMO1-SIM PPI, STEP inh, Scp1 inh, NadD block, Tb MetRS inh, DNMT1 inh, MsrA inhibitor
# CC(C)N(c1ccccc1)c1ccc(NC(=O)[C@@H]2O[C@H](CO)[C@@H](O)[C@H]2O)cc1 is listed with i, 2, 0.7, 4, 2, nt, -3, -0.1, -1, 0.4
# COc1cc2c(=O)n(CCC(=O)NCC3CCCO3)c(=O)n(CC(=O)Nc3ccc(C)c(C)c3)c2cc1OC (centres undefined) is listed with i, 5, -0.7, 0, 0, -10, -6, -0.5, -2, 0.7
# Cc1ccc(C(=O)N(C)Cc2ccccc2)cc1S(=O)(=O)N1CCOCC1 is listed with i, 3, -1.1, 0, 0, -10, -4, -0.3, -2, -1.0

# Next structures follow:
cpd	SMILES	Rpn11 block	CSN inh	LMPTP block	SUMO1-SIM PPI	STEP inh
37	CC1CCCCC1NC(=O)Cn1nnc(-c2ccc(Cl)cc2)n1 (centres undefined)	i	1	0.1	1	2
38	COc1cc(C)c(S(=O)(=O)NOCc2ccccc2)c(C)c1C	i	-2	1.9	3	0
39	CCOC(=O)CC(NC(=O)Cn1nnc(-c2ccccc2F)n1)c1ccc(OC)cc1 (centres undefined)	i	0	-1.9	-5	-2
40	CCOC(=O)NC(=O)/C(C#N)=C/c1ccc(N(C)C)cc1	+	34	4.8	-58	2
41	CC(C)CNS(=O)(=O)c1ccc(S(=O)(=O)NC2CCOC(C)(C)C2)cc1 (centres undefined)	i	-2	-2.4	0	-1
42	N#Cc1cc([N+](=O)[O-])ccc1NC(=O)CSc1n[nH]c(=O)n1C1CC1	i	-2	-0.4	-25	4
43	N#CC1(NC(=O)COC(=O)c2cc([N+](=O)[O-])ccc2N2CCCC2)CCCCC1	i	-6	0.7	-34	-1
44	CCOC(=O)CNc1nc(Cl)nc(N2CCCCC2)n1	i	3	-2.4	-3	1
45	Cc1cc(-c2ccccc2C(=O)O)on1	i	2	-0.5	-1	-1
46	CCC1Oc2ccc(C)cc2N(Cc2cccc(C)c2)C1=O (centres undefined)	i	0	3.9	2	-1
47	Fc1ccc(NCc2nnc(SCc3ccccc3)o2)cc1	i	-2	-0.3	16	-1
48	NC(=O)CCN(C(=O)c1cccc(S(=O)(=O)N2CCc3ccccc32)c1)c1ccccc1	i	1	-0.1	6	-2
49	CC(=O)N1c2ccc(S(=O)(=O)NCCC(=O)N(C)C3CCCCC3)cc2CC1C (centres undefined)	i	5	1.1	1	-3
50	Cc1nn(-c2ccccc2)c2c1C(c1c(C)[nH]c(C#N)c1C)C(C#N)=C(N)O2 (centres undefined)	i	5	0.0	4	-2
51	CN(C)CCN=c1cc(-c2ccccc2)oc2ccc(Cl)cc12	i	6	-7.2	0	2

cpd	Scp1 inh	NadD block	Tb MetRS inh	DNMT1 inh	MsrA inhibitor
37	0	-5	-1.1	19	1.2
38	-5	-11	-0.9	-2	-0.6
39	-2	-13	-0.4	-3	1.3
40	-4	0	-0.2	2	0.0
41	-4	-1	-0.9	0	1.6
42	-10	4	-0.1	0	1.3
43	-11	-4	0.1	16	2.9
44	-8	3	-0.8	2	-0.3
45	2	0	-1.2	-2	0.2
46	-6	-7	-1.1	1	0.6
47	-3	-5	-0.8	-1	-0.7
48	-5	-2	0.1	0	-0.5
49	-11	-8	0.1	1	1.8
50	-5	-1	-1.2	-20	1.0
51	-10	-6	0.1	8	0.9
